FUS yeast rescue = qHTS for Suppressors of FUS Proteinopathy: Primary screen using FUS-linked yeast assay; S. cerevisiae FUS-expressing, growth rescue, OD600, 24 h; Potency, µM (highest dose often 76.6 µM), for inactives: top-dose growth rescue (activation), hits mostly activators; 0.24% of 390,000 active; AID 1347120, 2019;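 note: potency is the fitted concentration of half-maximal effect; plate controls were DMSO vehicle for no effect and reference control for full effect; nearly all actives have a fitted effect of over 55% in size; some results filed as inactive show a strong effect at the top dose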
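Restored growth of FUS-toxic S. cerevisiae, read as 600 nm absorbance after 24 h at 30C in galactose medium (starting OD 0.005). Controls CP55940 and DMSO.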
WRN inhibitor = qHTS for Inhibitors of WRN Helicase | Potency, µM (series often up to 114 µM), without a hit: at the highest dose activity change, negative = inhibition, hits mostly inhibitors | WRN helicase unwinding, fluorescent forked duplex, kinetic | 0.46% of 360,000 active; note: potency is the fitted concentration of half-maximal effect; % is set by controls: 0 for no effect and ±100 for the full control effect; nearly all actives have a fitted effect of over 55% in size
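Primary qHTS, 1536-well format. 20 nM WRN + compound, 15 min RT; start with 100 nM forked fluorophore/quencher duplex, 2 mM ATP (final); kinetic read ex 525/em 598 nm.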
PLK1 PBD block = qHTS for Inhibitors of PLK1-PDB (polo-like kinase 1 - polo-box domain): Primary Screen. 2.8% of 360,000 active. Plk1 PBD binding of FITC phosphopeptide, fluorescence polarization. AID 720504, 2013. Potency, µM, without a hit: max response, negative = inhibition, usual class: inhibitors. Serine/threonine-protein kinase PLK1 (Homo sapiens), P53350; note: potency is the fitted concentration of half-maximal effect; series mostly up to about 57 µM; % is set by controls: 0 for no effect and ±100 for the full control effect; nearly all actives have a fitted effect of over 65% in size
PI5P4K alpha inh = qHTS for Inhibitors of phosphatidylinositol 5-phosphate 4-kinase (PI5P4K) | PI5P4Kalpha enzyme, ADP-Glo luminescence, 60 min; hits give low values | max response, % | 1.2% of 330,000 active; active = max response of -50% or lower; inconclusive = between -30% and -50%; inactive = -30% or higher; note: value at the top dose of about 77 µM; % is set by controls: 0 for no effect and ±100 for the full control effect
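Reactions run in 0.038 M HEPES pH 7.4, 0.28 mM EGTA, 0.1% CHAPS and 5% DMSO, with PI5P4Kalpha, substrate, compound and 5 microM ATP final, one hour at room temperature. Readout is ADP-Glo luminescence.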
Abeta yeast res = qHTS for compounds that reverse cellular toxicity of Amyloid beta (A-beta) peptide in yeast: Primary Screen. yeast expressing A-beta42, growth rescue, OD600, 48 h; response scale: 0% DMSO, 100% iron-clioquinol control. Potency, µM (doses to about 46.1 µM), for inactives: at the highest dose growth rescue, usual class: activators. 0.063% of 410,000 active. AID 1347071, 2019; note: potency is the fitted concentration of half-maximal effect; nearly all actives have a fitted effect of over 55% in size
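Growth rescue measured by 600 nm absorbance after 48 h yeast culture at 30 C with compound. Values normalized between DMSO and an equimolar ferric chloride plus clioquinol control.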
EPAC1 ag = qHTS for Agonist of cAMP-regulated guanine nucleotide exchange factor 3 (EPAC1): primary screen; Rap guanine nucleotide exchange factor 3 (Homo sapiens), O95398; EPAC1 agonist qHTS, biochemical assay; response scale: 100% = response to 6.5 mM cAMP; Potency, µM (top dose mostly 154 µM), inactives show top-dose activation, most hits filed as activators; 0.073% of 360,000 active; AID 720707, 2013; note: potency is the fitted concentration of half-maximal effect; nearly all actives have a fitted effect of over 60% in size
Target sequence (O95398 whole entry, looked up): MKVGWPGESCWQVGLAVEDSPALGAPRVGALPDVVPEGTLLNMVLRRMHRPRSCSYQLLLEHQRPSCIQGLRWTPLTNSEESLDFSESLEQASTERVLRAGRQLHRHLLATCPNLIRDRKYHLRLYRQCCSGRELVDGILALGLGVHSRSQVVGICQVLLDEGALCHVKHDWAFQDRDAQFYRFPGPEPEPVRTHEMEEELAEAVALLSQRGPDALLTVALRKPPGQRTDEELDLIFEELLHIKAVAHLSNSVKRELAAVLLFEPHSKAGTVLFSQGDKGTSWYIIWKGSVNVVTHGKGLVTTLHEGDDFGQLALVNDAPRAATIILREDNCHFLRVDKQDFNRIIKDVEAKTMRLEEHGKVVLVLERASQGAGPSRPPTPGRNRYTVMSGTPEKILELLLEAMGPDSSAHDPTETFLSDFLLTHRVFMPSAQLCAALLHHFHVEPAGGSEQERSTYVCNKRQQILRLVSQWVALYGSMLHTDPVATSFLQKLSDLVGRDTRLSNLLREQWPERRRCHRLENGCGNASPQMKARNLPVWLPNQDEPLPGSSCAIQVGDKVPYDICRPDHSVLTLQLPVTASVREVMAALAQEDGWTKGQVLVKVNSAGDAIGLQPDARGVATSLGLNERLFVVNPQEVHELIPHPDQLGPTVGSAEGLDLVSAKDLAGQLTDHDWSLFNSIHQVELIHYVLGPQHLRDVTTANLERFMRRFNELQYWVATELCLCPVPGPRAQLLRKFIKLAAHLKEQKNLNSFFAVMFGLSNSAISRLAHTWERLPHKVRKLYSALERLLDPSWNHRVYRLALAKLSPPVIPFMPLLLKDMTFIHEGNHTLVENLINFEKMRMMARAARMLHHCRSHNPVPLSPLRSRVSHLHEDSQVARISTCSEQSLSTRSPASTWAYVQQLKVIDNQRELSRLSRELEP
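Nucleotide exchange assay: 100 nM EPAC1 with 250 nM Rap1B loaded with BODIPY-GDP and 50 uM GDP, room temperature. Fluorescence (480/540 nm) read every 5 min for 30 min; signal change normalized to 6.5 mM cAMP as full agonist.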
EPAC1 antag = qHTS for Antagonist of cAMP-regulated guanine nucleotide exchange factor 3 (EPAC1): primary screen. 0.14% of 360,000 active. EPAC1 GEF assay, Rap1b-BODIPY-GDP exchange fluorescence. Rap guanine nucleotide exchange factor 3 (Homo sapiens), O95398. Potency, µM (top dose mostly 115 µM), without a hit: at the top dose activity change, negative = inhibition, usual class: inhibitors;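 note: potency is the fitted concentration of half-maximal effect; plate controls were vehicle for no effect and positive control for full effect; nearly all actives have a fitted effect of over 50% in size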
IL2 activator = qHTS of IL-2 Activators; IL-2 activation reporter assay, cell-based qHTS; stimulated with anti-CD3/CD4/CD28 beads; in transgenic mouse T cells; activation, % (series mostly up to about 46 µM); 0.065% of 360,000 active; AID 652025, 2013; in the data active = activation above about 50%; inconclusive = mostly about 30% to 49%; note: 0% is about no effect
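Using fluorescent plate cytometry, EGFP and DsRed are detected in transgenic mouse T cells stimulated 18 h at 37 degrees C with antibody-coated beads after 60 min compound pretreatment.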
The depositor's hits bear a star; ? = inconclusive; . = not tested or not shown; [ ] = remark or other dose. Unless noted, calls come from the whole dose curve; as a rule, active = well fitted curve in the direction sought with a large enough effect; inconclusive = small, poorly fitted or top-dose-only effect, or another doubt; inactive = no such curve, though single readings can be large; an effect the other way counts as inactive or inconclusive.

SMILES	FUS yeast rescue	WRN inhibitor	PLK1 PBD block	PI5P4K alpha inh	Abeta yeast res	EPAC1 ag	EPAC1 antag	IL2 activator
COC(=O)[C@]12CCCCC=C1N(Cc1ccc3c(c1)OCO3)C(=O)[C@H](CC(=O)N1CCOCC1)C2	22%	4%	-9%	0	-5%	7%	-9%	-0.5
O=C(NCCN1CCOCC1)c1ccc(Cl)c([N+](=O)[O-])c1	-10%	16%	-7%	4	-12%	-5%	11%	-2.9
COc1ccc(CC(=O)N2CCN=C2SCc2ccc([N+](=O)[O-])cc2)cc1	-9%	-5%	2%	4	13%	16%	-6%	-4.4
O=C(NCC(c1ccco1)N1CCCCC1)c1ccc(S(=O)(=O)Nc2ccccc2)cc1 (centres undefined)	6%	0%	3%	2	-5%	-1%	1%	1.7
Cc1sc2nc(CC(=O)N3CCCC3)[nH]c(=O)c2c1C	-42%	7%	?	1	-1%	0%	7%	-1.7
CC(=O)N1CSCC1C(=O)NNS(=O)(=O)c1cccc(C(F)(F)F)c1 (centres undefined)	-13%	-18%	0%	-15	22%	7%	-3%	-0.6
Cc1ccc2nc(NC(=O)CS(=O)(=O)Cc3ccccc3)sc2c1	19%	-7%	-2%	8	-6%	-4%	8%	-4.2
Cc1ccc(Nc2n[nH]c(C)c2[N+](=O)[O-])cc1C	6%	10%	-8%	1	-20%	-4%	4%	-2.4
CCC(=O)N1CCN(c2ccc(NC(=O)COc3ccc(CC)cc3)cc2)CC1	52%	?	?	3	-18%	5%	18%	-3.0
COc1ccc(CCc2cc(OC)cc(=O)o2)cc1	-30%	-2%	-6%	-13	-7%	16%	0%	-0.5
COc1ccc(OCCNC(=O)C2(C)CCN2Cc2ccc3ccccc3c2)cc1 (centres undefined)	11%	-7%	-15%	15	-2%	-10%	-15%	-0.9
O=C(NCc1ccc(F)cc1)c1ccc(S(=O)(=O)Nc2cccc(C(F)(F)F)c2)cc1	.	-7%	-7%	1	-9%	-13%	?	-0.5
CCOc1cc(CN2CCN(c3cccc(C(F)(F)F)c3)CC2)ccc1O	36%	0%	1%	.	-8%	9%	9%	-3.4
CCNC(=O)C1CCCN(Cc2cc(-c3ccccc3)on2)CC1 (centres undefined)	2%	1%	-2%	0	-2%	2%	-4%	-0.6
CCN(Cc1ccccc1)S(=O)(=O)c1cc(C(=O)c2c(N)n(C)c(=O)n(C)c2=O)ccc1OC	12%	3%	-8%	0	4%	12%	-21%	-3.1
O=C(NCc1cccc(Br)c1)C1CC(c2ccc(C(F)(F)F)cc2)=NO1 (centres undefined)	-19%	-1%	3%	4	11%	-20%	-20%	-0.1
CSc1c(-c2ccccc2)nc2ccccc2c1C(=O)O	20%	-9%	-5%	.	?	0%	-22%	2.3
Cc1[nH]c2ccccc2c1/C=N/Nc1nc(Nc2ccccc2)nc(N2CCOCC2)n1	?	-18%	-26%	3	30%	26%	-12%	-0.1
N#CC1=C(N)Oc2n[nH]c(-c3ccccc3)c2C1c1ccsc1 (centres undefined)	35%	-18%	?	-65*	16%	3%	-12%	0.1
COCCNC(=O)c1cc(-c2ccccn2)nc2ccc(S(=O)(=O)N3CCC(C)CC3)cc12	-13%	0%	0%	7	-24%	0%	-7%	-0.2
Cc1ccc(CN2CCN(Cc3ccccc3)C(CCO)C2)s1 (centres undefined)	-1%	-1%	-3%	1	-5%	5%	-7%	0.4
O=C1CC(c2ccco2)Cc2nc(Nc3ccc(F)cc3)ncc21 (centres undefined)	24%	-7%	-3%	2	-23%	-19%	-1%	3.6
COc1ccc(/C=C(\C#N)C(=O)NCC(c2ccc(F)cc2)N2CCOCC2)cc1 (centres undefined)	15%	0%	-15%	-5	15%	-2%	-15%	-0.7
CCN(CC)C(=O)C(=O)N/N=C/c1ccc(C(=O)OC)cc1	12%	-8%	-6%	-5	-1%	0%	5%	-2.5
Oc1c(Br)cc(/C=N/NC(=S)NCc2ccco2)cc1Br	24%	-19%	?	-74*	26%	4%	-17%	-0.5
C=CCNC(=S)N1CCN(CCNC2=CC(=O)CC(C)(C)C2)CC1	-7%	-4%	1%	-7	-24%	-1%	17%	1.2
Cn1c(SCC(=O)NCCc2ccccc2)nnc1-c1ccncc1	1%	-2%	-21%	-3	2%	7%	0%	7.4
O=C(/C=C/c1ccccc1)OCC(=O)N1CCN(c2ccccc2)CC1	-15%	-5%	-9%	-3	8%	-3%	5%	-4.0
COc1ccc(S(=O)(=O)N(C)c2ccc(C(N)=O)cc2)cc1	10%	1%	-2%	.	20%	-2%	12%	-3.7
O=C(NCc1ccc2c(c1)OCO2)C1Cc2ccccc2CN1C(=O)c1ccco1 (centres undefined)	-4%	-6%	2%	-2	-4%	-3%	-8%	1.6
O=C(CSc1cccc[n+]1[O-])c1cc2ccccc2o1	-11%	-6%	27µM*	0	-93%[inhibitor]	-1%	1%	-0.6
CC(C)(C)OC(=O)CNC(=O)c1nc[nH]c1C(=O)NCC(=O)OC(C)(C)C	-1%	3%	-22%	-9	0%	-21%	-8%	0.0
O=C(OCC(=O)N1CCN(C(=O)c2ccco2)CC1)c1cc(-c2ccccc2)nc2ccccc12	40%	0%	-16%	-13	-10%	8%	-13%	-0.4
Cc1cc(C)c(S(C)(=O)=O)c(Sc2ccc(Cl)cc2)n1	-6%	-4%	-17%	14	-11%	9%	-25%	0.6
NS(=O)(=O)c1ccc(-n2nncc2C23CC4CC(CC(C4)C2)C3)cc1	0%	-15%	2%	.	-3%	-1%	20%	-0.7
O=Cc1s/c(=N\S(=O)(=O)c2ccccc2)n(CCCCl)c1Cl	29%	?	4.7µM*	0	1%	-1%	-13%	-2.5
CCN(CC)S(=O)(=O)c1cccc(C(=O)Nc2cc(C)cc(C)c2)c1	18%	-2%	-25%	4	13%	10%	?	0.1
O=C(OCn1nnc2ccccc2c1=O)C1CCCCC1	15%	-4%	3%	2	?	8%	-15%	3.0
COc1ccc(C(=O)NNC(=O)Cc2nc3nc(C)cc(C)n3n2)cc1	-24%	2%	-9%	0	-24%	4%	-6%	-0.5
CC(=O)Nc1cccc(NS(=O)(=O)c2c(C)noc2C)c1	.	-22%	-7%	2	-5%	5%	7%	-3.1

The final 2 entries of the part before open the next one:
SMILES	FUS yeast rescue	WRN inhibitor	PLK1 PBD block	PI5P4K alpha inh	Abeta yeast res	EPAC1 ag	EPAC1 antag	IL2 activator
COc1ccc(C(=O)NNC(=O)Cc2nc3nc(C)cc(C)n3n2)cc1	-24%	2%	-9%	0	-24%	4%	-6%	-0.5
CC(=O)Nc1cccc(NS(=O)(=O)c2c(C)noc2C)c1	.	-22%	-7%	2	-5%	5%	7%	-3.1
CCCc1cc(N2CCCC(C(=O)NCC)C2)n2ncnc2n1 (centres undefined)	14%	10%	-7%	.	13%	11%	2%	-1.8
COc1ccc(C(O)c2nccn2Cc2ccccc2)cc1OC (centres undefined)	-12%	-7%	0%	.	22%	-3%	-1%	0.5
COc1ccc([N+](=O)[O-])cc1NC(=O)C(C)NNC(=O)c1cccc([N+](=O)[O-])c1 (centres undefined)	.	-14%	-2%	-11	8%	1%	-5%	-3.2
CC(C)OCCCNC(=O)c1ccc(NS(C)(=O)=O)cc1	11%	29%	0%	.	10%	0%	17%	-1.8
CCc1nc2ccc(C(=O)NCCCn3ccnc3)cn2c1N(C)Cc1nccs1	-12%	6%	-8%	1	-16%	16%	-28%	-0.4
COc1ccc(CN2CCC[C@]3(N[C@H](c4ccccc4)[C@@H]4C(=O)N(Cc5ccccc5)C(=O)[C@@H]43)C2=O)cc1	?	6%	-13%	2	2%	-12%	-15%	-2.1
CCOc1cccc2cc(-c3nnc(NCc4ccc5c(c4)OCO5)s3)c(=O)oc12	.	-2%	-3%	5	7%	0%	11%	0.2
CCCCCCn1cc(CN2CC(N3CCN(Cc4ccccc4F)CC3)CS2(=O)=O)nn1 (centres undefined)	-9%	4%	-7%	3	-16%	0%	1%	0.3
CN1C(=O)C(CCC(N)=O)NC1=S (centres undefined)	-16%	-4%	-15%	2	-12%	5%	-2%	-1.2
O=C(CN1C(=O)/C(=C\c2ccc(F)cc2)Oc2ccccc21)N1CCN(c2ccccn2)CC1	.	-12%	-3%	-5	10%	9%	0%	-3.3
O=C(COC(=O)C1CCC1)Nc1ccc(OC(F)F)cc1	7%	4%	-3%	0	5%	-3%	9%	-0.5
COCCNC(=O)c1cccc(OC2CCN(Cc3ccc(OC(F)F)cc3)CC2)c1	-5%	1%	-15%	-3	7%	-1%	-24%	-2.9
CCN1C(=O)CS/C1=N\S(=O)(=O)c1ccccc1	6%	-5%	-2%	0	1%	3%	-10%	3.8
O=C(NCc1ccccn1)C(F)(F)C(F)(F)C(=O)NCc1ccccn1	1%	3%	-1%	2	4%	1%	-2%	-4.1
O=C1CN(C(=O)/C=C/c2ccccc2)CCN1	-4%	-5%	-2%	2	6%	5%	-9%	0.6
O=C(CNc1cccc2ccccc12)N/N=C/C(Br)=C/c1ccccc1	-5%	-18%	-6%	.	-1%	13%	-3%	1.3
O=S1(=O)CCN(CCCCc2ccccc2)CC1	6%	5%	2%	2	1%	-10%	6%	-1.9
Cc1cccc(C)c1N=C1NN=C(c2ccccc2F)CS1	.	-17%	1%	-2	0%	6%	-15%	0.0

PLK1 PBD block, hit marks shown above
molecule	WRN inhibitor	PLK1 PBD block	PI5P4K alpha inh	EPAC1 antag	IL2 activator
O=C(CSc1cccc[n+]1[O-])c1cc2ccccc2o1	-6%	27µM*	0	1%	-0.6
O=Cc1s/c(=N\S(=O)(=O)c2ccccc2)n(CCCCl)c1Cl	?	4.7µM*	0	-13%	-2.5
